Source: PubChem BioAssay
LmPK inh: inhibitors of Leishmania mexicana pyruvate kinase; Potency, µM (doses to about 57.5 µM), for inactives: at the top dose activity change, negative = inhibition, hits mostly inhibitors; 290,000 tested, 0.37% active; purified LmPK, Kinase-Glo ATP luminescence, 1 h; Q27686
Target sequence (Q27686 whole entry, looked up): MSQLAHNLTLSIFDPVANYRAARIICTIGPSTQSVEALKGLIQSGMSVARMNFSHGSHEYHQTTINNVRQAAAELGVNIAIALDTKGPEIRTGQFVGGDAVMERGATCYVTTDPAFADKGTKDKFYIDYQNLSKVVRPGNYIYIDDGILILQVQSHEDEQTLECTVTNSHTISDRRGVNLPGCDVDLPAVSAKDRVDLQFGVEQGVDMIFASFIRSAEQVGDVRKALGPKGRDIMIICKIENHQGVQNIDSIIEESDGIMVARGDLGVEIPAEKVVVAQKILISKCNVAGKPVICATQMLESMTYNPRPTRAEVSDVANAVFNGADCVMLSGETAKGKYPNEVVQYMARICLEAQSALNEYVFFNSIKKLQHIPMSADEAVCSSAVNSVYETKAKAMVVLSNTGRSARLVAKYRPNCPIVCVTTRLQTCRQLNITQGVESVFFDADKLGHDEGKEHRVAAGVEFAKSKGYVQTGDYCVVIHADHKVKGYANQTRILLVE
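Kinase-Glo luminescence read after 1 h RT reaction of 0.1 nM LmPK with 0.5 mM PEP and 0.1 mM ADP. Activity scaled between uninhibited and enzyme-free controls.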
Sm TGR inh: S. mansoni TGR enzyme inhibition; purified TGR, DTNB reduction, TNB absorbance 405 nm; 360,000 tested, 3% active; AID 485364; Potency, µM (series often up to 114 µM), inactives show at the top dose activity change, negative = inhibition, actives largely listed as inhibitors; further: nearly all actives have a fitted effect of over 60% in size
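Kinetic colorimetric format: TGR-catalysed, NADPH-driven DTNB reduction monitored via TNB absorbance. Enzyme dispensed at 20 nM; compound exposure 15 min at room temperature before reaction start.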
Pf growth 96h: P. falciparum growth inhibition at 96 hours | P. falciparum luciferase reporter growth, 96 h | Potency, µM (doses to about 28.7 µM), without a hit: at the top dose activity change, negative = inhibition, actives largely listed as inhibitors | 320,000 tested, 6.9% active
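Infected RBCs, 2% Hct / 0.05% parasitemia final; luciferase-reporter P. falciparum; cpd 96 h, 37 C, 5% CO2; luciferase detection reagent; luminescence.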
HCV inh: blocks hepatitis C virus | Huh7.5.1 HCVcc-Cre infection, luciferase reporter, 44 h | AID 651820 | 340,000 tested, 3.4% active | Potency, µM (titrated, usually from 41.8 µM), inactives show top-dose activity change, negative = inhibition, actives largely listed as inhibitors
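Seed cells (1,000/well) for 4 h; treat with compound and infect with HCVcc-Cre, moi about 0.5. Incubate 44 h, then detect luciferase activity.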
Pf growth 48h: inhibits P. falciparum growth in the first generation, 48 h; P. falciparum luciferase growth in erythrocytes, 48 h; Potency, µM (top dose mostly 28.7 µM), without a hit: top-dose activity change, negative = inhibition, hits mostly inhibitors; 310,000 tested, 5.9% active; AID 504832
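Cell-based growth assay: transgenic P. falciparum expressing firefly luciferase, cultured in red cells within RPMI 1640 containing 0.5% w/v Albumax, 24 mM bicarbonate and gentamycin. A drop in luciferase activity indicates inhibition.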
TbPYK inhibitor: blocks Trypanosoma brucei pyruvate kinase | Potency, µM (top dose mostly 76.8 µM), without a hit: at the highest dose activity, negative = inhibition, hits mostly inhibitors | 410,000 tested, 0.12% active | AID 624173 | TbPYK enzyme, Kinase-Glo Plus ATP luminescence, 45 min | Q57TT1; further: nearly all actives have a fitted effect of over 50% in size
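Readout: single end-point luminescence (Kinase-Glo Plus, 10 min). Reaction conditions were TbPYK/substrate plus 130 uM ADP, 45 min at RT, pH 7.2 TEA buffer. No-enzyme wells served as controls, and data were normalized before concentration-response fitting.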
* = called active by the depositor; ? = inconclusive; nt = not tested or not shown; & = joins results of further samples; [ ] = another dose, or the depositor's remark. The call rests on the fitted dose curve; in most records, active means well fitted curve in the direction sought with a large enough effect; inconclusive means small, poorly fitted or top-dose-only effect, or another doubt; inactive means no such curve, though single readings can be large; an effect the other way counts as inactive or inconclusive. On the % scale 0 is the no-effect control and ±100 the full control effect; potency means the concentration at half of the fitted maximal effect.

Letters: A = LmPK inh; B = Sm TGR inh; C = Pf growth 96h; D = HCV inh; E = Pf growth 48h; F = TbPYK inhibitor
Cc1cc(C)cc(NC(=O)c2ccc(CSc3nnc(C)s3)cc2)c1
  A: 0% | B: -19% | C: 51%[activator] | D: -3% | E: 19% | F: 1%
Nc1nonc1-n1nnc(C(=O)N/N=C/c2ccc(Cl)cc2)c1-c1ccc2c(c1)OCO2
  A: 7% | B: 3% | C: 0.066µM* | D: -2% | E: 0.33µM* | F: 4%
O=C1C(Nc2ccccc2)=CC(c2ccc(O)cc2)N1c1ccccc1 (stereo not given)
  A: 3% | B: -34% | C: ? | D: -29% | E: 6% | F: -12%
Cc1ccc(NC(=O)CCn2cccc2)cc1F
  A: 5% | B: ? | C: nt | D: -3% | E: nt | F: 7%
Cc1ccc(CNC(=O)Nc2ccc(OC(F)(F)F)cc2)n1C
  A: 10% | B: ? | C: 6% | D: ? | E: -18% | F: -9%
Cc1ccc(N(CC(=O)NCCSc2nc3ccccc3s2)S(=O)(=O)c2ccccc2)c(C)c1
  A: 1% | B: 7% | C: ? | D: ? | E: ? | F: 7%
CCOC(=O)c1c(NC(=O)COC(=O)c2nccnc2N)sc(C(=O)N(C)C)c1C
  A: nt | B: -2% | C: 4% | D: ? | E: ? | F: -12%
COc1ccc(CCNC(=O)C2CCN(Cc3nc(-c4ccccc4F)oc3C)CC2)cc1OC
  A: 0% | B: 0% | C: nt | D: -29% | E: ? | F: -1%
CC1(C(=O)CSc2nc3ccccc3s2)CCC(=O)O1 (stereo not given)
  A: 0% | B: -1% | C: 21% | D: 12% | E: 34%[activator] | F: ?
COc1ccccc1C(CNC(=O)C1COc2ccccc2O1)N1CCCC1 (stereo not given)
  A: nt | B: -4% | C: ? | D: -6% | E: ? | F: 7%
COc1ccc(CN2C(=O)CNC2=S)cc1
  A: -8% | B: 2% | C: -6% | D: 11% | E: 21%[0.00184 µM] | F: -10%
CCc1ccccc1OCC(=O)Nc1ccc(S(N)(=O)=O)cc1
  A: -2% | B: 9% | C: 6% | D: -7% | E: 1% | F: 1%
COc1ccc(-n2cnc3ccccc32)cc1
  A: 1% | B: -15% | C: nt | D: -18% | E: 32%[activator] | F: -3%
Cn1c(=O)c(=O)n(C)c2cc(S(=O)(=O)NCCOc3ccccc3Cl)ccc21
  A: -1% | B: 9% | C: 29% | D: 18% | E: 19% | F: -2%
Cc1nc2scc(-c3ccc(C(C)C)cc3)c2c(=O)n1N
  A: 0% | B: -3% | C: -16% | D: -18% | E: -17% | F: -3%
Cc1noc(C)c1CSc1nnc2sc3ccccc3n12
  A: -2% | B: 0% | C: 17% | D: -8% | E: 10% | F: 2%
CCOC(=O)N1CCC(NC(=O)c2ccc(CS(=O)c3ccc(Cl)cc3)o2)CC1 (stereo not given)
  A: 0% | B: -9% | C: 6% | D: -1% | E: -17% | F: 3%
COc1cccc(CC(=O)NC2CCCN(Cc3ccc(Cl)cc3)C2)c1 (stereo not given)
  A: 0% | B: 6% | C: -24% | D: -13% | E: -15% | F: 1%
CCN(Cc1ccncc1)C(=O)c1cc(COc2ccc(OC)cc2Cl)on1
  A: -8% | B: 0% | C: ? | D: ? | E: -14% | F: -2%
COc1ccc(Cn2c(CCC(=O)Nc3ccccc3)nc3cccnc32)cc1
  A: 5% | B: 13% | C: ? | D: ? | E: -14% | F: -4%
COc1ccc(OC)c(S(=O)(=O)Nc2ccc3oc(C)c(C(C)=O)c3c2)c1
  A: -1% | B: 7% | C: -22% | D: -20% | E: 18% | F: -4%
COc1ccc(-n2c(C)cc(C3=NNC(=NC4CC4)SC3)c2C)cc1
  A: 2% | B: -11% | C: -23% | D: ? | E: ? | F: -6%
CCn1c(=NC(=O)c2ccco2)sc2cccc(F)c21
  A: 2% | B: -2% | C: 45%[activator] | D: ? | E: 34%[activator] | F: -2%
O=C(CN1C(=O)/C(=C/c2ccc(F)cc2)SC1=S)NC1C=CS(=O)(=O)C1 (stereo not given)
  A: 4% | B: 7% | C: 21% | D: ? | E: 28% | F: -5%
COc1ccc([N+](=O)[O-])cc1NC(=O)c1ccco1
  A: 7% | B: -12% | C: 28% | D: ? | E: 56%[activator] | F: 2%
CN(Cc1c(F)cccc1Cl)C(=O)c1cccc(S(=O)(=O)NCc2ccccc2)c1
  A: nt | B: 6% | C: ? | D: ? | E: -19% | F: 0%
O=C(CSc1c2c(nc3cc(Cl)ccc13)CCCC2)NCc1ccco1
  A: -3% | B: 89µM* | C: -23% | D: 11µM* | E: -12% | F: -5%
Cc1nc2nc[nH]n2c(=O)c1NC(=O)c1cccc(OCC(C)C)c1
  A: 3% | B: -13% | C: ? | D: 10% | E: 51%[activator] | F: 7%
O=C(O)c1cccc(NC(=S)NC(=O)c2ccc(-c3ccccc3)cc2)c1
  A: 0% | B: nt | C: 70%[activator] | D: 15% | E: 43%[activator] | F: 6%
CC(C)(C)NC(=O)C(c1ccncc1)N(Cc1ccc(F)cc1)C(=O)c1ccc(-c2ccccc2)[nH]1 (stereo not given)
  A: 1% | B: 32µM* | C: ? | D: -26% | E: ? | F: -6%
O=C1C=Cc2ccccc2C1=O
  A: -16% | B: 11µM* | C: ? | D: 10%[8.37 µM] | E: ? | F: nt
CCCC(=O)Nc1ccc(Cl)c(NC(=O)c2cccnc2)c1
  A: -1% | B: 4% | C: -27% | D: 13% | E: 3% | F: 6%
COCCNC(=O)CC(NS(=O)(=O)c1ccc(NC(C)=O)cc1)C(C)C (stereo not given)
  A: 0% | B: 1% | C: nt | D: 12% | E: 6% | F: 1%
CC(CCc1ccccc1)NC(=O)C1CCN(S(=O)(=O)c2cnc[nH]2)CC1 (stereo not given)
  A: -1% | B: 0% | C: 13% | D: -10% | E: 29% | F: -1%
Cc1ccc(N(CC(=O)N2CC(=O)Nc3ccccc32)S(=O)(=O)c2ccc3c(c2)OCCO3)cc1
  A: 4% | B: -16% | C: ? | D: 9%&2% | E: 12µM* | F: 1%
CCCc1cc(=O)[nH]c2nnc(SCC(=O)Nc3ccc(NC(C)=O)cc3)n12
  A: nt | B: 0% | C: ? | D: 3% | E: 2% | F: 0%
CC(=O)c1c(C)oc2ccc(O)c(CN3CCOCC3)c12
  A: 0% | B: -2% | C: 7.4µM* | D: 9% | E: nt | F: 1%
COc1ccc(CN2CCCC(CNC(=O)c3ccc(F)cc3)C2)c(F)c1 (stereo not given)
  A: 1% | B: 4%[57.1 µM] | C: 1.9µM* | D: 6% | E: -25% | F: -5%
O=C(N1CCCCCC1)N1CCN(S(=O)(=O)N2CCCCC2)CC1
  A: 5% | B: -13% | C: ? | D: 9% | E: 3% | F: -3%
COc1cc2c(cc1O)[C@@H]1Cc3cc(OC)c(OC)cc3C(C2)N1C
  A: 0% | B: 10% | C: 53%[activator] | D: 2% | E: 41%[activator] | F: -4%
CCOC(=O)CN(c1ccccc1C)S(=O)(=O)c1ccc(Cl)cc1
  A: -1% | B: 6% | C: 25% | D: 6% | E: ? | F: 0%
O=C(CNC(=S)NC(=O)C1CCCCC1)c1ccccc1
  A: -7% | B: -1% | C: 49%[activator] | D: 4% | E: 188%[activator] | F: -3%
O=C(COC(=O)c1cccnc1)NC1CCCc2ccccc21 (stereo not given)
  A: 1% | B: -9% | C: -18% | D: -1% | E: -6% | F: -2%
Cn1c(C(=O)NCCCN2CCCCC2)cc2sccc21
  A: 0% | B: 13% | C: -4% | D: -12% | E: 2% | F: 0%
CC1CCCCN1C(=O)CSc1nnc(-c2ccccc2O)o1 (stereo not given)
  A: 1% | B: 1% | C: 30% | D: -2% | E: 45%[activator] | F: -8%
O=C(OCC(=O)N1CCOCC1)c1ccc2c(c1)OCCO2
  A: -2% | B: 10% | C: 11% | D: 22% | E: 43%[activator] | F: 1%
Oc1ccc(C(=C(Cl)Cl)c2ccc(O)cc2)cc1
  A: 6% | B: -6% | C: 2.3µM* | D: nt | E: 2.9µM* | F: nt
COc1ccc(OC)c(S(=O)(=O)N2CCC(C(=O)Nc3ccc(C)c(C)c3)CC2)c1
  A: 4% | B: 2% | C: nt | D: ? | E: ? | F: -7%
CSc1nc2c(c(=O)[nH]1)C(c1cccc(Br)c1)CC(=O)N2 (stereo not given)
  A: 0% | B: -5% | C: -7% | D: 0% | E: 24% | F: -13%
Cc1ccc(F)cc1NC(=S)NCCc1ccccc1
  A: 4% | B: 2% | C: 3% | D: 10µM* | E: -21% | F: 3%

Next entries.
Letters: A = LmPK inh; B = Sm TGR inh; C = Pf growth 96h; D = HCV inh; E = Pf growth 48h; F = TbPYK inhibitor
CCOC(=O)C1=C(COC(=O)COc2ccccc2OCC)NC(=O)NC1C (stereo not given)
  A: nt | B: 0% | C: 26% | D: ? | E: 3% | F: 2%
Cc1ccc(C)n1-c1nn(S(=O)(=O)c2cccc3cccnc23)c2cccc(F)c12
  A: 0% | B: -9% | C: ? | D: -2% | E: ? | F: 2%
c1ccc(CNCC2COc3ccccc3O2)cc1 (stereo not given)
  A: 1% | B: -8% | C: 71%[activator] | D: 9% | E: 13% | F: 3%
Cc1[nH]c(=O)c(C(=O)c2ccccc2O)cc1C(=O)O
  A: -3% | B: nt | C: 30% | D: 18% | E: 12% | F: -4%
Cc1cc(C(=O)OCC(=O)Nc2cc(S(=O)(=O)N(C)C)ccc2C)c(C)o1
  A: 13% | B: -11% | C: 51%[activator] | D: nt | E: 2% | F: nt
COc1ccc2cc(C(C)C(=O)N3CCC(C(N)=O)CC3)ccc2c1 (stereo not given)
  A: 0% | B: 1% | C: 24% | D: -16% | E: 4% | F: 4%
N#Cc1ccc(OC(=O)C2CCN(C3=NS(=O)(=O)c4ccccc43)CC2)cc1
  A: nt | B: -18% | C: -9% | D: 8% | E: -7% | F: -7%
c1ccc2c(-c3nnc(SCc4cn5ccccc5n4)o3)c[nH]c2c1
  A: 0% | B: -19% | C: 12µM* | D: -18% | E: nt | F: -1%
N#CCCN1CCN(S(=O)(=O)c2ccc(S(=O)(=O)NC3CCCC3)cc2)CC1
  A: 2% | B: -4% | C: ? | D: 14%&4% | E: 8% | F: -1%
COc1ccc(Cl)cc1S(=O)(=O)N1CCCc2ccccc21
  A: -5% | B: 3% | C: ? | D: -8% | E: -15% | F: -7%
COc1ccc(CN(C(=O)CNC(=O)c2ccco2)C(C(=O)NCC2CCCO2)c2ccccc2)cc1 (stereo not given)
  A: -1% | B: -2% | C: 2.3µM* | D: 30%[activator] | E: -4% | F: 5%
Cc1ccc(N2CC(C(=O)NC3CCSC3=O)CC2=O)cc1 (stereo not given)
  A: -2% | B: 1% | C: 36%[activator] | D: 19% | E: 19% | F: -1%
Cn1c(=O)cc(OCCCC(=O)NC2CCCC2)c2ccccc21
  A: -3% | B: 17% | C: 226%[activator] | D: 7% | E: ? | F: -1%
Cn1ncc(Cl)c1C(=O)N1CCN(c2ccc(Cl)c(Cl)c2)CC1
  A: -5% | B: -2% | C: 21% | D: -23% | E: 21% | F: -4%

Some of the entries so far, tab-delimited.
Molecule	LmPK inh	Sm TGR inh	Pf growth 96h	HCV inh	Pf growth 48h	TbPYK inhibitor
O=C(N1CCCCCC1)N1CCN(S(=O)(=O)N2CCCCC2)CC1	5%	-13%	?	9%	3%	-3%
COc1cc2c(cc1O)[C@@H]1Cc3cc(OC)c(OC)cc3C(C2)N1C	0%	10%	53%[activator]	2%	41%[activator]	-4%
CCOC(=O)CN(c1ccccc1C)S(=O)(=O)c1ccc(Cl)cc1	-1%	6%	25%	6%	?	0%
O=C(CNC(=S)NC(=O)C1CCCCC1)c1ccccc1	-7%	-1%	49%[activator]	4%	188%[activator]	-3%
